IDE cell activ = IDE (human) activation, cell-based. P14735. HEK cells, FAbeta-B cleavage, fluorescence polarization; 0% vehicle, 100% cell-free pure enzyme wells. activation, % at 5.96 µM. hit rate 0.073% among 340,000. AID 493087;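 active means activation above the mean of all tested compounds plus 3 SD, set per screening campaign, cut at about 17% in these data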
Target sequence (P14735 whole entry, looked up): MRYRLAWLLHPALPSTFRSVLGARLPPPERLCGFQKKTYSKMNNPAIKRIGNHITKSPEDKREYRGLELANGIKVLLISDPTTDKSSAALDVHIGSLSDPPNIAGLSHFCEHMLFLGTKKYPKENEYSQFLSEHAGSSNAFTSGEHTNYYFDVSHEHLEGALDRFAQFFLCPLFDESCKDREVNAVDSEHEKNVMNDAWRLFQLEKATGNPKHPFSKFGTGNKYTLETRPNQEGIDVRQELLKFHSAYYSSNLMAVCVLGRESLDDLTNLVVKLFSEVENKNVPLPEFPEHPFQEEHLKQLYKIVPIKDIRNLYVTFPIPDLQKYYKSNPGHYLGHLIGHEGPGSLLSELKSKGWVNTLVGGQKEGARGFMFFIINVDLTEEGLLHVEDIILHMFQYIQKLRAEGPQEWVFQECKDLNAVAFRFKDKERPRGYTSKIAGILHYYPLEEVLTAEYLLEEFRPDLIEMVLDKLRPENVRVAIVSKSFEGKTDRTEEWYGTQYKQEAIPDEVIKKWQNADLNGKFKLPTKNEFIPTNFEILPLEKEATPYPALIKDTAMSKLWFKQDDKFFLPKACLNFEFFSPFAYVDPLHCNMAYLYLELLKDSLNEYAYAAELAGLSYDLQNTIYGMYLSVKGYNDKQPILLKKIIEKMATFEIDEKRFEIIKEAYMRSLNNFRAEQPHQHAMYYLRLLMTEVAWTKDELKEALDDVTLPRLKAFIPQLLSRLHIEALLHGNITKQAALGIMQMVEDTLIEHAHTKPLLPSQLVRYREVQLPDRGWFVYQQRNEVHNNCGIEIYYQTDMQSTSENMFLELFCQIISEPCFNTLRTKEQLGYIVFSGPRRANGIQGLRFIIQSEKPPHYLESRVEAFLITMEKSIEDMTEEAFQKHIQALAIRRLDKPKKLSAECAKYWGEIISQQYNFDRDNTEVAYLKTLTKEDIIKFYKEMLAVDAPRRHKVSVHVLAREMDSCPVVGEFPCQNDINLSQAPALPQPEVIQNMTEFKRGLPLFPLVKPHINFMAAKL
IDE inh = cellular human IDE inhibition | P14735 | HEK cells, FAbetaB cleavage, fluorescence polarization | inhibition, % at 5.59 µM | hit rate 0.41% among 320,000;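 active means percent inhibition above the average of all tested compounds plus 3 SD, set per screening campaign, cut at about 16% in these data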;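 further: IDE supplied by intact live HEK cells; FP after avidin binding of uncleaved biotin substrate so inhibition keeps polarization high; 0% = DMSO wells and 100% = 60 µM reference IDE inhibitor Ii1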
Starred values were filed as active, the others as inactive. An excerpt; rates above refer to the full screens.

SMILES	IDE cell activ	IDE inh
CCOc1ccccc1Nc1nnc(SCC(=O)NCC2CCCO2)s1 (stereo unspecified)	0	4
Fc1ccc2c(-c3cccc(C(F)(F)F)c3)c(-c3ccccc3)ncc2c1	1	5
COc1cccc(NC(=O)CN(C)C(=O)c2cc(-c3cccc(Br)c3)nc3ccccc23)c1	-4	-5
O=C(COC(=O)c1cccc(F)c1)NC(=O)NCc1ccccc1	-3	-4
Cc1ccc(-c2cc3onc(-c4ccccc4)c3c(=O)n2C)cc1	6	0
C=CCNc1cccc(Br)c1	3	5
CCCCn1nc(C(=O)NC2CCCCCC2)c2ccccc2c1=O	-3	-1
CC(=O)OCCc1c2ccccc2c(CCCN(C)C)c2ccccc12	0	3
C#CCOCCOCCOCCNc1nc(N2CCN(C(=O)[C@H](CCCN=C(N)N)n3cc(C(N)[C@@H](C)CC)nn3)CC2)nc(N2CCN(C(=O)[C@H](CCC(=O)O)n3cc([C@@H](N)CCCCN)nn3)CC2)n1 (stereo partly specified)	0	-2
CC(C)(C)OC(=O)NCCCCCNC(=O)c1[nH]cnc1C(=O)NC1CCN(C(=O)OC(C)(C)C)CC1	1	3
Cc1noc(C)c1COc1ccccc1C(=O)N1CCN(c2cccc(C(F)(F)F)c2)CC1	3	-2
C=CC[C@@]12C=C(OC)C(=O)C(OC)=C1O[C@H](c1ccc3c(c1)OCO3)[C@H]2C	7	3
CCOC(=O)N1CCN(C(=O)CSc2nnc3[nH]c(=O)c(C)c(C)n23)CC1	1	10
Cc1nnc(NC(=O)c2ccc3c(c2)NC(=O)CS3)s1	1	-2
CC(C)c1ccc(Nc2nnc(SCC(=O)NCC3CCCO3)s2)cc1 (stereo unspecified)	-4	4
O=C(COc1ccc(Cl)cc1)NNC(=O)c1ccc(=O)[nH]c1	-2	1
CC(=O)C(=Nc1cccc(Cl)c1)NNc1ccccc1C	3	7
Cc1[nH]c2ccccc2c1C(=O)C(C)OC(=O)C1CCC1 (stereo unspecified)	5	-5
CCN(C[C@H]1N[C@@](CC)(C(=O)OC)[C@H]2C(=O)N(Cc3ccccc3)C(=O)[C@@H]12)S(=O)(=O)c1ccc(OC(F)(F)F)cc1	-2	1
CC[N+](CC)(CC)CCOc1ccc(/C=C/c2ccccc2)cc1	-16	2
CCN(CC(=O)NCc1cccs1)C(=O)/C=C/c1ccc(C)cc1	1	-5
COc1cc([N+](=O)[O-])ccc1NC(=O)COC(=O)C1=NN(c2ccccc2)C(=O)CC1	1	1
O=C(OCC(=O)N1CCCc2ccccc21)c1cccc(C(F)(F)F)c1	-2	7
O=C(CN1C(=O)C2CC=CCC2C1=O)Nc1ccc(F)cc1F (stereo unspecified)	4	-3
O=[N+]([O-])c1cc(-c2csc(NCCc3nc4cc(Cl)c(Cl)cc4n3CCCO)n2)ccc1Cl	5	0

Rewritten with two lines to a compound: part of the list above
Results follow in this order: IDE cell activ	IDE inh
Cc1noc(C)c1COc1ccccc1C(=O)N1CCN(c2cccc(C(F)(F)F)c2)CC1
 : 3	-2
Cc1[nH]c2ccccc2c1C(=O)C(C)OC(=O)C1CCC1 (stereo unspecified)
 : 5	-5
CCN(CC(=O)NCc1cccs1)C(=O)/C=C/c1ccc(C)cc1
 : 1	-5
O=C(OCC(=O)N1CCCc2ccccc21)c1cccc(C(F)(F)F)c1
 : -2	7
CCOc1ccccc1Nc1nnc(SCC(=O)NCC2CCCO2)s1 (stereo unspecified)
 : 0	4
CCN(C[C@H]1N[C@@](CC)(C(=O)OC)[C@H]2C(=O)N(Cc3ccccc3)C(=O)[C@@H]12)S(=O)(=O)c1ccc(OC(F)(F)F)cc1
 : -2	1

Next section.
SMILES	IDE cell activ	IDE inh
CS(=O)(=O)c1ccc(NC(=O)CCCc2nc3ccccc3c(=O)[nH]2)cc1	2	3
O=C(COC(=O)c1ccc2c(c1)OCCO2)NCCc1ccc(F)cc1	-3	-4
Cc1c(C(=O)N2CCN(C(=O)c3ccco3)CC2)oc2c(Cl)cccc12	0	-2
C=CCN(c1ccccc1OC)S(=O)(=O)c1cccc(C(=O)Nc2nnc(C3CC3)s2)c1	2	-4
Cc1nc(SCc2nc3ccccc3[nH]2)c2oc3cc([N+](=O)[O-])ccc3c2n1	-1	-3
CCCN(C(=O)COC(=O)c1nc2nc(C)cc(C)n2n1)C1CCS(=O)(=O)C1 (stereo unspecified)	5	2
CN(C)C1=NCCN1CCCCc1ccccc1	5	2
CCOC(=O)[C@H]1[C@H]2COc3cc(OC)ccc3[C@@H]2N2C(=O)c3cc(F)c(F)cc3NC(=O)[C@@]12C	3	-3
O=C(COC(=O)c1ccc(S(=O)(=O)N2CCOCC2)cc1)Nc1ccccc1F	1	4
COc1ccc(C(C)=NNC(=O)c2cccc(S(=O)(=O)N3CCCC3)c2)cc1	1	2
CCOc1ccccc1C(=O)NCCCCNC(=O)c1ccccc1OCC	2	-1
COc1ccc(C(CNS(=O)(=O)c2cccc(F)c2)N2CCCC2)cc1 (stereo unspecified)	7	6
Cc1ccc(CNC(=O)CSc2nc(=O)n3ccccc3n2)cc1	2	0
CCC1(c2ccc(F)cc2)NC(=O)N(CC(=O)Nc2ccc3c(c2)OCCO3)C1=O (stereo unspecified)	5	-2
COc1ccc(NC(=O)c2ccc(NC(=O)CSc3nc(N)cc(=O)[nH]3)cc2)cc1	-4	0
CCc1ccccc1OCC(=O)Nc1cc(S(=O)(=O)N(CC)CC)ccc1N1CCOCC1	-1	6
CC(C)[C@H](NC(=O)c1ccccc1F)C(=O)NNC(=O)c1cccs1	3	-2
CCN(C(=O)COC(=O)c1cccnc1SC)c1c(N)n(Cc2ccccc2)c(=O)[nH]c1=O	2	0
Cc1cccc(NC(=O)COc2coc(CN3CCN(Cc4ccccc4)CC3)cc2=O)c1	2	5
O=C(Nc1ccc(OC(F)(F)F)cc1)NC1CCC(Oc2ccc(C(=O)O)cc2)CC1 (stereo unspecified)	3	2
O=C(OCC(=O)N(Cc1ccccc1)Cc1ccccc1)c1ccccc1NCCO	-1	-6
O=C(Nc1ccc(Cl)cc1)C1CCCCN1S(=O)(=O)c1ccccc1 (stereo unspecified)	-2	-1
CC1CCC(NC(=O)c2ccc(COc3ccccc3)o2)CC1 (stereo unspecified)	-3	-1
COc1ccc(NC(=O)CSCC(=O)N(C)Cc2ccc(Cl)c(Cl)c2)cc1	3	-5
Cc1noc(C)c1COc1ccc(C(=O)N2CCC(C)CC2)cc1	1	5
SMILES	IDE cell activ	IDE inh
O=C(CN1c2cccc3cccc(c23)S1(=O)=O)Nc1c(F)c(F)c(F)c(F)c1F	2	2
O=C(Nc1cccc(S(=O)(=O)NC2=NCCC2)c1)c1cc(=O)[nH]c2ccccc12	0	-4
CCCCN(C(=O)CSCC(=O)Nc1ccc(OC)cc1)c1c(N)n(CCC)c(=O)[nH]c1=O	4	-1
COc1ccc([N+](=O)[O-])cc1NCC(=O)Nc1cc(S(=O)(=O)N2CCCCC2)ccc1C	-4	-1
O=C(Cc1ccsc1)NNC(=O)c1ccc(F)cc1	0	2
Cc1csc(=O)n1CC(=O)OCC(=O)c1ccc(Br)cc1	-4	-2
COc1cc2oc3ccc(C#Cc4ccccn4)cc3c(=O)c2cc1OC	1	-2
COc1ccc(C(=O)OCc2c(-c3ccccc3)ncc3ccccc23)cc1	6	1
ClC1(CNc2ccccc2)CCN(Cc2ccccc2)CC1	0	6
CN1CCN(CC(=O)N2c3ccc(S(=O)(=O)NCCNC(=O)OC(C)(C)C)cc3C(=O)Nc3cccnc32)CC1	0	3
COC(=O)c1ccc(CNC(=O)[C@@H]2CCCN2S(=O)(=O)c2ccccc2F)cc1	3	-4
Cc1cc(C)c(C)c(S(=O)(=O)N2CCC(C(=O)NCc3ccco3)CC2)c1C	-1	-2
CCOC(=O)C1CCCN(C(=O)CN2C(=O)NC(C)(c3ccc4ccccc4c3)C2=O)C1 (stereo unspecified)	0	11
COc1ccc(S(=O)(=O)N(C)C[C@H]2Oc3c(NC(=O)C4CC4)cccc3C(=O)N([C@H](C)CO)C[C@@H]2C)cc1	3	1
O=C(Nc1cc(Cl)ccc1N1CCOCC1)c1ccc(=O)[nH]c1	4	-7
O=C(NCCCN1CCCC1=O)C1CCN(S(=O)(=O)c2cccc(C(F)(F)F)c2)CC1	2	2
CCN1C(=O)[C@H]2[C@@H](c3ccc(C)cc3)N3C(=O)N(c4ccc(OC)cc4)C(=O)[C@@]3(CC)[C@H]2C1=O	2	3
C=CCn1c(O)c2ccc(C(=O)N=NC(=O)COc3ccccc3F)cc2c1O	-1	4
Cc1ccc(S(=O)(=O)Nc2ccc3c(c2)C(=O)N([C@H](C)CO)C[C@H](C)[C@@H](CN(C)Cc2ccc(-c4ccccc4)cc2)O3)cc1	-5	9
O=[N+]([O-])c1ccc(C[n+]2cccc(O)c2)cc1	2	-3
COc1ccc2oc(C(=O)Nc3nc(C)cs3)c(C)c2c1	3	-4
Cc1ccc(NC(=O)CSCC(=O)NNC(=O)c2ccoc2C)cc1	-3	2
COc1ccccc1NC(=O)Nc1nc(CC(=O)Nc2ccc(N(C)C)cc2)cs1	0	-6
CCCN(Cc1nnc(-c2ccccc2Cl)o1)C(=O)c1oc2ccccc2c1C	-2	7
O=C(NCC1COc2ccccc2O1)c1ccc(Cl)c(S(=O)(=O)N2CCOCC2)c1 (stereo unspecified)	0	5
SMILES	IDE cell activ	IDE inh
COc1cc(OC)cc(-c2sc3ccc(OC)cc3c2-c2ccc(O)cc2)c1	5	-1
COc1ccc(-c2noc3c2-c2nc(-c4ccc(C)cc4)sc2CC3)cc1	2	1
O=C(O)c1cc(S(=O)(=O)Nc2cc(Cl)ccc2Oc2ccccc2)ccc1O	1	7
Cc1cc(NC(=O)CSc2nc(-c3cccs3)nc3ccccc23)no1	-6	-1
COc1ccc(S(=O)(=O)Nc2ccc3c(c2)N(C(C)=O)CCC3)cc1	2	-3
Cc1ccc(C(=O)c2c3ccccc3[n+]([O-])n2CCO)cc1	-2	4
Nc1c(C(=O)CSc2nnc(-c3ccccc3F)o2)c(=O)[nH]c(=O)n1C1CC1	4	3
COc1ccc(-c2cn(CCC(=O)O)c(C)n2)cc1	-1	-4
CSc1cccc(N2CC(C(=O)NCCC3=CCCCC3)CC2=O)c1 (stereo unspecified)	0	-3
C=CC[C@@H](CC(=O)N(CCO)Cc1ccccc1)C(=O)N[C@@H](C)COC(=O)[C@@H](CC=C)CC(=O)OC(C)(C)C	3	6
CCCNC(=O)c1onc(CSc2ccc(F)cc2)c1C(=O)NCC1CC1	7	1
CN(CC(=O)Nc1ccc(F)cc1)C(=O)c1ccc(N2C(=O)CCC2=O)cc1	-1	5
Cc1cc(C)cc(C(=O)NCC(=O)OCC(=O)c2c(N)n(C)c(=O)n(C)c2=O)c1	-2	3
Cc1noc(C)c1COc1ccccc1C(=O)NNC(=O)c1ccc(F)cc1	4	-5
C=CCN1C(=O)c2ccc(C(=O)N(C)Cc3ccc(C)o3)cc2C1=O	6	12
CC(Sc1nn(-c2ccccc2)c(=S)s1)C(=O)NCC1CCCO1 (stereo unspecified)	4	3
COc1ccc(CCC(=O)NCCOc2ccccc2Cl)cc1	-2	3
Oc1cncc(-c2cccnc2)c1	4	4
Cc1ccc(Cl)cc1N1CCN(C(=O)c2ccccc2SCC(=O)N2CCCC2)CC1	-1	1
CCCCNC(=O)[C@@H]1CCCN1S(=O)(=O)c1cccc2cccnc12	2	0
O=C(COc1ccccc1[N+](=O)[O-])OCC(=O)c1ccc(Br)s1	-3	0
Cc1ccc(C(C)C)c(OCC(=O)OCC(=O)c2c(N)n(C)c(=O)n(C)c2=O)c1	4	8
Cc1ccc(NC(=O)CSCC(=O)Nc2ccccc2N2CCCCC2)cc1	3	3
O=C(CNC(=O)c1ccc(Cl)cc1Cl)OCCCn1c(=O)[nH]c2ccccc21	1	0
COc1ccc(S(=O)(=O)N2CCCCCC2)cc1C(=O)N1CCN(c2ccccc2O)CC1	0	4

Exported in markdown: entries from further up
| mol | IDE cell activ | IDE inh |
| --- | --- | --- |
| Oc1cncc(-c2cccnc2)c1 | 4 | 4 |
| Cc1ccc(Cl)cc1N1CCN(C(=O)c2ccccc2SCC(=O)N2CCCC2)CC1 | -1 | 1 |
| CCCCNC(=O)[C@@H]1CCCN1S(=O)(=O)c1cccc2cccnc12 | 2 | 0 |
| O=C(COc1ccccc1[N+](=O)[O-])OCC(=O)c1ccc(Br)s1 | -3 | 0 |

(further entries)
SMILES	IDE cell activ	IDE inh
COc1ccc(Br)c(C(=O)N(C)CC(=O)Nc2ccc(N3CCOCC3)cc2)c1	5	10
Cn1nnnc1Sc1ncnc2scc(Br)c12	4	2
COC(=O)c1cccc(NC(=O)CCN2C(=O)C3CC=CCC3C2=O)c1 (stereo unspecified)	2	-4
O=C(Cc1ccccc1F)Nc1cccc(S(=O)(=O)N2CCOCC2)c1	5	0
Cc1cc([N+](=O)[O-])ccc1N	-4	2
CN(C(=O)c1ccc(NC(=O)Cc2cccc(NC(=O)C3CCN(C(=O)C4CCC4)CC3)c2)cc1)C1CCCC1	2	-3
O=C1CC(C(=O)N2CCN(c3ccccc3O)CC2)CN1Cc1ccccc1 (stereo unspecified)	5	-1
CCCCN1C2=NC(c3ccccc3)CN2c2ccccc21 (stereo unspecified)	0	-4
CCC(CO)Oc1cc(NCc2ccccc2F)c2ncn(C(C)C)c2c1 (stereo unspecified)	3	-4
Cc1cc(Cl)nc(Cl)c1C(=O)NCCc1ccccc1	5	-1
CCCCn1c(N)c(N(CCOC)C(=O)c2ccco2)c(=O)[nH]c1=O	-2	-2
O=C(CCNC(=O)c1ccc(Cl)cc1)Nc1ccc(S(=O)(=O)N2CCOCC2)cc1	3	-4
CCCCn1c(N)c(N(CCOC)C(=O)c2sc3ccccc3c2Cl)c(=O)[nH]c1=O	3	-9
COC(=O)c1ccc(/C=C/C(=O)OCC(=O)c2ccc[nH]2)cc1	2	0
CN(C(=O)COC(=O)Cc1c(F)cccc1Cl)c1c(N)n(Cc2ccccc2)c(=O)[nH]c1=O	9	4
